ERG-DNA inh: ERG Ets/DNA interaction inhibition. fluorescence polarization, His-ERG Ets domain / labelled DNA. Potency, µM (doses to about 76.9 µM), for inactives: top-dose FP activity, negative = inhibition, usual class: inhibitors. 370,000 tested, 0.028% active; active means well fitted inhibition curve with a large enough effect in the polarisation, with a control signal flat; inconclusive means small, poorly fitted or top-dose-only effect, or effect the other way, or a change in a side signal; inactive means no such curve, though single readings can be large or run the other way; the % refers to the polarisation;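 further: polarization taken with two DNA probes labelled with fluorescein and Texas red; potency means the concentration at half of the fitted maximal effect; % of control where 0% means no effect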
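His-tagged ERG Ets domain (1 uM in the protein solution; 300mM KCl, 50mM Tris-HCl, 1mM EDTA, 1mM DTT, pH 7.5) received compound, then a probe mix of 5 nM fluorescein-DNA and 100nM Texas-615-DNA. Fluorescence polarization was read for both dyes.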
BLM helicase inh: inhibitors of human Bloom syndrome helicase BLM; P54132; recombinant BLM DNA unwinding, fluorescence dequenching; Potency, µM (highest dose often 56.1 µM), without a hit: at the top dose activity change, negative = inhibition, hits mostly inhibitors; 350,000 tested, 0.2% active;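 further: potency means the concentration at half of the fitted maximal effect; plate controls were vehicle for no effect and no enzyme for full effect; nearly all actives have a fitted effect of over 35% in size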
Target sequence (P54132 whole entry, looked up): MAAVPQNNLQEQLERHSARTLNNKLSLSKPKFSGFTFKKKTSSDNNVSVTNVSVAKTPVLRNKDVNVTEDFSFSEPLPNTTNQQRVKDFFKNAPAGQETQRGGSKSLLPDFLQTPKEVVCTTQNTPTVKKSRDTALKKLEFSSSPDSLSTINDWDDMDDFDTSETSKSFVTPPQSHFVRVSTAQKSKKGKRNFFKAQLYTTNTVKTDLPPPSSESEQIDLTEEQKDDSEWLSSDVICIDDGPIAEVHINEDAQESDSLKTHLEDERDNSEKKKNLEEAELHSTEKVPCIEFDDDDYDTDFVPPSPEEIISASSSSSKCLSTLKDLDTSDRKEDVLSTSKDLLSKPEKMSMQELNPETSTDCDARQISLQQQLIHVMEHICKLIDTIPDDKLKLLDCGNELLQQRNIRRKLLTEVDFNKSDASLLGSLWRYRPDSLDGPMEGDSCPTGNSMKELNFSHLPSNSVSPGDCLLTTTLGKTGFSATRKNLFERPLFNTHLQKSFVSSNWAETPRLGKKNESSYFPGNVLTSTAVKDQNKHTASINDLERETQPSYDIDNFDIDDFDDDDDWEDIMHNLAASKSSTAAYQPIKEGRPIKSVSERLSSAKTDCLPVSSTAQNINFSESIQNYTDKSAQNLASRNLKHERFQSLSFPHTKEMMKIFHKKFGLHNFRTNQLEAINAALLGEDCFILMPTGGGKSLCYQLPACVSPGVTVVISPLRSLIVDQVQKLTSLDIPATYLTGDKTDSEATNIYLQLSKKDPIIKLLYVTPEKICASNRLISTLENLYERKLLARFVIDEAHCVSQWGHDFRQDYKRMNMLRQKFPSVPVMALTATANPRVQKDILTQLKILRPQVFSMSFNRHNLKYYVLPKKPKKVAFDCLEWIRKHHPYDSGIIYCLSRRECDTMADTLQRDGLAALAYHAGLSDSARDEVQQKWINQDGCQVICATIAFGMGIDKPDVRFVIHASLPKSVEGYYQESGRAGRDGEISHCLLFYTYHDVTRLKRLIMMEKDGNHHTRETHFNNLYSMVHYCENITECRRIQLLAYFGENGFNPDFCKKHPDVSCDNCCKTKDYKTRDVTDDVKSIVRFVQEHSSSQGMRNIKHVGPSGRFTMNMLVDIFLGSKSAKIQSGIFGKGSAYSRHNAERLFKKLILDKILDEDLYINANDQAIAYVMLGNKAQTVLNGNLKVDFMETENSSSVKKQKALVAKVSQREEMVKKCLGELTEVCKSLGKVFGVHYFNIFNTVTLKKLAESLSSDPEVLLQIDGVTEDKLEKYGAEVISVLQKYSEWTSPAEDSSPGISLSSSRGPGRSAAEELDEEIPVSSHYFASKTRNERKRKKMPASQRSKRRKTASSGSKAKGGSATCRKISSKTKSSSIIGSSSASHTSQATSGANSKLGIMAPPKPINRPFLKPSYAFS
Pol beta inh: blocks human DNA polymerase beta activity. Pol beta primer extension/strand displacement, fluorescence kinetic. Potency, µM (highest dose often 114 µM), for inactives: top-dose activity change, negative = inhibition, hits mostly inhibitors. 340,000 tested, 1.3% active; further: potency means the concentration at half of the fitted maximal effect; on the % scale 0 is the no-effect control and ±100 the full control effect
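Values derive from four-parameter Hill fits of normalized kinetic data: reads at 0 and 10 min following addition of 50 nM substrate to 10 nM Pol beta preincubated 15 min with compound.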
APE1 inh: inhibitors of human APE1 endonuclease; 350,000 tested, 0.35% active; Potency, µM (titrated, usually from 65.8 µM), for inactives: at the top dose activity change, negative = inhibition, actives largely listed as inhibitors; recombinant APE1, TAMRA/BHQ-2 abasic DNA cleavage fluorescence;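 further: potency means the concentration at half of the fitted maximal effect; plate controls were vehicle for no effect and reference inhibitor for full effect; nearly all actives have a fitted effect of over 55% in size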
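Activity was derived from the fluorescence gain between first and third kinetic reads (60 s intervals, ex 525/em 598 nm) after 50 nM THF-abasic TAMRA/BHQ-2 duplex was added to 0.75 nM APE1 preincubated 15 min with compound.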
POLI inh: DNA polymerase iota (human) inhibition | Potency, µM (series often up to 115 µM), for inactives: at the highest dose activity, negative = inhibition, most hits filed as inhibitors | Pol iota fluorescent replication assay, 10 min | 390,000 tested, 1% active; further: potency means the concentration at half of the fitted maximal effect
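Fluorescent replication assay read twice, at 0 min and 10 min after adding 50 nM (final) substrate. Enzyme (10 nM) and compounds were first incubated 15 min at room temperature; enzyme-free buffer wells were negative controls.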
Anesthetic bind: binds horse apoferritin like a general anesthetic; 350,000 tested, 0.074% active; Potency, µM (titrated, usually from 77.5 µM), inactives show top-dose activity change, negative = displacement, usual class: inhibitors; AID 485281; P02791; apoferritin/1-aminoanthracene competitive binding, fluorescence; further: potency means the concentration at half of the fitted maximal effect; on the % scale 0 is the no-effect control and ±100 the full control effect; nearly all actives have a fitted effect of over 20% in size
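Steps: apoferritin (10 uM) was premixed with half-saturated 1-AMA in PBS, compounds were pin-transferred, plates stood 10 min at room temperature, fluorescence was read at 380/535 nm, and curves were fitted with a Hill equation.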
ALOX12 inh: inhibitors of human 12S-lipoxygenase ALOX12; purified 12hLO, xylenol orange hydroperoxide absorbance; Potency, µM (highest dose often 108 µM), without a hit: top-dose activity change, negative = inhibition, actives largely listed as inhibitors; 580,000 tested, 1.1% active; AID 1671190; further: potency means the concentration at half of the fitted maximal effect; on the % scale 0 is the no-effect control and ±100 the full control effect
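Purified human 12hLO (150 nM final) in 25 mM Hepes, 0.01% Triton X-100, pH 7.0 was preincubated 15 min at room temperature with compound. Then 40 uM arachidonic acid was added, 30 min. Hydroperoxide was read by Fe-XO absorbance ratio 573/405 nm.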
Pol kappa inh: inhibitors of human DNA polymerase kappa; 400,000 tested, 0.53% active; Potency, µM (titrated, usually from 107 µM), for inactives: top-dose activity, negative = inhibition, actives largely listed as inhibitors; Q9UBT6; purified Pol kappa, fluorescent DNA synthesis assay, 10 min; further: potency means the concentration at half of the fitted maximal effect; on the % scale 0 is the no-effect control and ±100 the full control effect
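10 nM Pol kappa was preincubated with compounds for 15 min at room temperature. Reaction started with 50 nM (final) substrate. Fluorescence read kinetically at 0 and 10 min.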
TRHR ag: activates the human TRH receptor; 360,000 tested, 0.18% active; P34981; TRHR cells, calcium flux fluo-8, FDSS agonist mode; AID 493084; activation, % at 2 µM; in the data active means activation above about 30%; further: 0% is about no effect
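TRHR-expressing cells, plated overnight in medium with 10% serum, were loaded with fluo-8 calcium dye at room temperature. After a 10 s baseline, library compound was pin-added and calcium release was recorded kinetically (ex 480/em 530) as agonist response.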
* hit, by the source's call; i = inactive; ? = inconclusive; . = not tested or not shown; & = joins results of further samples; [ ] = remark or other dose. Unless noted, the call rests on the fitted dose curve; in most records, active means well fitted curve in the direction sought with a large enough effect; inconclusive means small, poorly fitted or top-dose-only effect, or another doubt; inactive means no such curve, though single readings can be large; an effect the other way counts as inactive or inconclusive. This is a subset; the hit share may differ from the screen's.

# | molecule | ERG-DNA inh | BLM helicase inh | Pol beta inh | APE1 inh | POLI inh
1 | Cc1csc(NC(=O)C2COc3ccccc3O2)n1 (centres undefined) | -6% | -8% | 1% | 5% | -1%
2 | CCOc1ccccc1N1CCN(C(=O)COc2ccc3c(C)cc(=O)oc3c2)CC1 | -4% | 0% | 14% | -3% | 17%
3 | CCN1CCc2nc(NC(=O)CC(c3ccccc3)c3ccccc3)sc2C1 | 1% | -6% | 13% | 19% | 3%
4 | COc1ccc2c(c1)C(=O)Nc1cc(Cl)ccc1N2 | -3% | . | . | . | 75%[activator]
5 | CC1=C(C(=O)Nc2ccccc2)C(c2cccnc2)n2nc(SCc3ccccc3Cl)nc2N1 (centres undefined) | 1% | -3% | -24% | . | -14%
6 | CCOC(=O)c1cc(C)sc1NC(=O)CN1CCN(C(=O)C2CCCO2)CC1 (centres undefined) | -2% | -2% | 7% | -1% | 5%
7 | CCOC(=O)N1CCN(C(=O)CSc2ccc(-c3ccc(OC)cc3)nn2)CC1 | 25% | -3% | -1% | -1% | 65%[activator]
8 | COCCN1C(=O)N[C@@H](CCc2ccccc2)C(C(C)=O)=C1C | -11% | 0%&-2% | -2% | 2%&8% | 21%
9 | Cc1ccc2nc(NS(C)(=O)=O)sc2c1 | 1% | 1% | 47% | 10% | 23%
10 | CC(C)COC(=O)C1[C@H]2C(=O)N(Cc3cccs3)C[C@]23C=C[C@H]1O3 (some centres undefined) | . | -2% | 2% | 4% | -3%

# | Anesthetic bind | ALOX12 inh | Pol kappa inh | TRHR ag
1 | -22% | -18% | 2% | 4.1
2 | -18% | 16% | -5% | 0.8
3 | -23% | -14% | 5% | 0.2
4 | . | ? | -1% | .
5 | -8% | 0% | -3% | 1.0
6 | -8% | 4% | 3% | 0.7
7 | -15% | 3% | 2% | -0.6
8 | 10% | . | -18% | 0.2
9 | -3% | 3% | -18% | 0.3
10 | -8% | -12% | -11% | -0.1

In the list so far, two contain a halogen:
# | molecule | ERG-DNA inh | BLM helicase inh | Pol beta inh | APE1 inh | POLI inh
4 | COc1ccc2c(c1)C(=O)Nc1cc(Cl)ccc1N2 | -3% | . | . | . | 75%[activator]
5 | CC1=C(C(=O)Nc2ccccc2)C(c2cccnc2)n2nc(SCc3ccccc3Cl)nc2N1 (centres undefined) | 1% | -3% | -24% | . | -14%

# | Anesthetic bind | ALOX12 inh | Pol kappa inh | TRHR ag
4 | . | ? | -1% | .
5 | -8% | 0% | -3% | 1.0

(next part)
# | molecule | ERG-DNA inh | BLM helicase inh | Pol beta inh | APE1 inh | POLI inh
11 | Cc1ccc(CCNC(=O)Cn2cccc2)cc1 | 4% | 3% | -10% | -1% | -16%
12 | CCOCCC(=O)Nc1cc(Cl)ccc1OC | -13% | -4% | ? | 2% | 16%
13 | O=C(CCCc1ccccc1)NCc1ccccc1Cl | -1% | -6% | 30% | 24% | 6%
14 | CCN(CC)S(=O)(=O)c1cc(C(=O)O)ccc1OC | 3% | 6% | 1% | -5% | 84%[activator]
15 | CC(C)(C)c1ccc(-c2noc(CCC(=O)NCc3ccco3)n2)cc1 | 3% | -8% | -5% | -2% | -26%
16 | c1ccc(CCc2cccnc2)cc1 | -15% | . | . | . | 74%[activator]
17 | O=[N+]([O-])c1cc2cccnc2c2ncccc12 | 7% | 0% | 2% | 14% | -1%
18 | COCC(=O)N(C)C[C@H]1N[C@@](C)(C(=O)OC)[C@H]2C(=O)N(Cc3ccccc3)C(=O)[C@@H]12 | 4% | . | . | -4% | 4%
19 | CCOc1ccc(C(C)=O)cc1COc1ccc(C)nc1[N+](=O)[O-] | 3% | -5% | -3% | 21% | 30%[activator]
20 | CC(=O)Nc1ccc(SCC(=O)Nc2ccccc2-c2ccccc2)cc1 | -16% | 0% | 1% | 16% | 15%

# | Anesthetic bind | ALOX12 inh | Pol kappa inh | TRHR ag
11 | -5% | -22% | -9% | -0.8
12 | ? | 3% | -5% | 0.2
13 | -14% | 0% | -10% | -1.0
14 | -10% | 40%[activator] | 7% | -1.0
15 | ? | -13% | -17% | 0.4
16 | . | 5% | -7% | .
17 | -4% | ? | 1% | 1.0
18 | . | ? | 0% | .
19 | -7% | -12% | 2% | -1.0
20 | -2% | -15% | 8% | -0.2

More compounds.
# | molecule | ERG-DNA inh | BLM helicase inh | Pol beta inh | APE1 inh | POLI inh
21 | O=[N+]([O-])c1cc2ccccc2nc1-c1ccccc1 | 0% | . | . | . | 15%
22 | Cc1c(C(=O)N(C)c2cccc(Cl)c2)cnn1-c1ccccc1 | 21% | -1% | 28% | -5% | -20%
23 | N#Cc1cc2c(nc1SCc1ccc(Cl)cc1)CCCC2 | . | -4% | 12% | -2% | ?
24 | O=C(NN1C(=O)C2C3C=CC(C4CC34)C2C1=O)c1ccc(Cl)cc1Cl (centres undefined) | -9% | -3% | 6% | 12% | 16%
25 | c1ccc(-c2nnc(C(c3ccccc3)c3ccccc3)o2)cc1 | -15% | -7% | 20% | 11% | 2%
26 | O=C(O)CN1C(=O)/C(=C\c2cc(Br)ccc2OCc2ccc([N+](=O)[O-])cc2)SC1=S | -9% | ? | 28µM* | -26% | 40µM*
27 | O=C(CCC(=O)c1cccs1)NC(c1ccccc1)c1ccccc1 | 7% | -5% | 36% | 8% | -5%
28 | CCN(C[C@H]1N[C@@](C)(C(=O)OC)[C@H]2C(=O)N(C)C(=O)[C@@H]12)C(=O)Nc1ccc(OC)cc1 | -7% | . | . | 6% | 14%
29 | CCOc1ccccc1-c1cc(C(=O)N/N=C(\C)c2cccnc2)c2ccccc2n1 | 5% | -15% | 1% | 25% | 0%
30 | COc1cc(S(N)(=O)=O)c(OC)cc1N | 12% | -6% | -29% | 3% | ?

# | Anesthetic bind | ALOX12 inh | Pol kappa inh | TRHR ag
21 | . | 0% | -3% | .
22 | -10% | -29% | -2% | -0.4
23 | 4% | 15% | -1% | 0.5
24 | -5% | -55% | -19% | 0.8
25 | -5% | 0% | -4% | 0.5
26 | 1% | 8.9µM* | 71µM* | 0.3
27 | -20% | -3% | -7% | 2.0
28 | . | ? | -11% | .
29 | ? | i | -5% | 1.1
30 | 32%[activator] | -6% | -7% | 0.7

Continuation:
# | molecule | ERG-DNA inh | BLM helicase inh | Pol beta inh | APE1 inh | POLI inh
31 | Clc1cccc(Cl)c1OCCCCN1CCCCC1 | 10% | 3% | 19% | 7% | -10%
32 | C=CC(O)Cc1c(C)n[nH]c1C (centres undefined) | -8% | -2% | 18% | -2% | 25%
33 | CCOC(=O)N1CCN(C(=S)NCCOC)CC1 | -2% | -5% | 0% | 2% | 30%
34 | O=C(NN1C(=O)/C(=C/c2cccs2)SC1=S)c1ccccc1 | . | 2% | -15% | 5% | -8%
35 | O=C(CSc1ccccc1)NCCCN1CCOCC1 | 6% | -1% | 2% | 4% | 1%
36 | Oc1[nH]c2ccccc2c1C1=NCCCCC1 | 5% | -4% | -17% | -8% | 44%[activator]
37 | COCCn1c(=O)[nH]c2cc(C(=O)NCc3cccnc3)ccc2c1=O | -4% | 2% | 2% | -5% | -1%
38 | COc1cc(NC(=O)CSc2nc3nc(C)c(Cc4ccc(C)cc4)c(C)n3n2)cc(OC)c1OC | -4% | -12% | -28% | . | 15%
39 | Cc1ccc(C(C)C)c(OCC(=O)N2CCN(c3ncccn3)CC2)c1 | 4% | . | . | -14% | 7%
40 | CN1CCN(Cc2nc3c(c(=O)[nH]c(=O)n3C)n2CCc2ccccc2)CC1 | 3% | -4% | 11% | -1% | -27%

# | Anesthetic bind | ALOX12 inh | Pol kappa inh | TRHR ag
31 | -4% | -64% | 16% | 0.1
32 | -3% | 2% | 3% | 0.5
33 | -13% | 0% | -9% | 0.2
34 | 0% | . | -3% | -0.3
35 | -3% | 481%[activator] | 0% | -0.2
36 | -12% | 18% | -14% | -0.7
37 | 8% | -6% | 4% | 1.3
38 | -11% | -29% | -11%[60.1 µM] | 0.3
39 | . | 332%&-15%[activator] | -15% | 1.1
40 | -3% | -6% | 7% | 1.1

Next structures
# | molecule | ERG-DNA inh | BLM helicase inh | Pol beta inh | APE1 inh | POLI inh
41 | CC(C)CNC(=O)NC(=O)CSc1nc2ccccc2n1CC(C)C | 3% | -8% | ? | -2% | 23%
42 | CCCc1nn2cc(-c3ccc(C)c(C)c3)nc2s1 | -1% | -3% | -3% | . | -5%
43 | O=C1CC(c2cccc(O)c2)c2cc3c(cc2N1)OCO3 (centres undefined) | 0% | -1% | 3% | . | 28%
44 | CCCCNC(=O)CSc1nc2cc3c(cc2c(=O)n1Cc1ccco1)OCO3 | -4% | 2% | 1% | 2% | 181%[activator]
45 | NC(=O)c1ccc(C(F)(F)F)cn1 | 19% | -6% | -19% | 14% | 6%
46 | CC(=O)N1CCN(C(=O)c2ccc(-c3cccc(C(F)(F)F)c3)o2)CC1 | 7% | . | . | 16% | 33%[activator]
47 | Cn1ccsc1=NC(=O)c1ccc(S(C)(=O)=O)c([N+](=O)[O-])c1 | -12% | -11% | ? | -6% | 8%
48 | O=C(N/N=C/c1ccc(Br)cc1)c1cc[n+]([O-])cc1 | 13% | -2% | -15% | 25% | -10%
49 | c1cc2c(cc1CN1CCOCC1)OCO2 | . | -1% | 2% | 3% | ?

# | Anesthetic bind | ALOX12 inh | Pol kappa inh | TRHR ag
41 | ? | -10% | -12% | -0.1
42 | 2% | -11% | -15% | 3.5
43 | -1% | -12% | 5% | 0.2
44 | -3% | 1% | -9% | -0.5
45 | -4% | -9% | 6% | 1.5
46 | . | 11% | -6% | -0.1
47 | 1% | 5% | -5% | -0.8
48 | -1% | 2% | -15% | 0.4
49 | -18% | ? | -12% | 0.1

Screening results deposited in PubChem by National Center for Advancing Translational Sciences (NCATS).
